# Tb PGK inh – T. brucei PGK inhibition. P07378. PGK/GAPDH coupled, Kinase-Glo luminescence, 60 min. Potency, µM (series often up to 57.5 µM), inactives show at the top dose activity change, negative = inhibition, hits mostly inhibitors. actives 0.043% (n = 380,000); further: potency means the concentration at half of the fitted maximal effect; on the % scale 0 is the no-effect control and ±100 the full control effect; nearly all actives have a fitted effect of over 60% in size
#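 Luminescent ATP detection (Kinase-Glo Plus) follows a 60-minute room-temperature incubation, with wells lacking PGK as controls. Buffer: 100 mM TEA (pH 7.6), 5 mM MgCl2, 0.01% Tween-20. Coupling enzyme GAPDH (100 nM final) supplies unstable 1,3-BPG in-well.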
# Pol beta inh – inhibitors of human DNA polymerase beta | P06746 | Pol beta primer extension/strand displacement, fluorescence kinetic | Potency, µM (series often up to 114 µM), inactives show at the top dose activity change, negative = inhibition, actives largely listed as inhibitors | actives 1.3% (n = 340,000); further: potency means the concentration at half of the fitted maximal effect; on the % scale 0 is the no-effect control and ±100 the full control effect
#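 Reaction started by 50 nM substrate onto compound-treated Pol beta (10 nM, 15 min preincubation, room temperature); plates read at 0 min and 10 min. Normalized concentration-effect data fitted by four-parameter Hill equation.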
# POLI inh – blocks human DNA polymerase iota activity; Pol iota fluorescent replication assay, 10 min; Potency, µM (highest dose often 115 µM), without a hit: top-dose activity, negative = inhibition, most hits filed as inhibitors; actives 1% (n = 390,000); Q9UNA4; further: potency means the concentration at half of the fitted maximal effect
#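 Pol iota at 10 nM preincubated 15 min with compounds at room temperature; reaction started with fluorescent substrate, 50 nM final. Fluorescence read kinetically at 0 and 10 min; buffer-only wells as negative control.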
# BLM inh – inhibitors of human Bloom syndrome helicase BLM; Potency, µM (series often up to 56.1 µM), for inactives: at the highest dose activity change, negative = inhibition, most hits filed as inhibitors; actives 0.2% (n = 350,000); P54132; AID 2528; recombinant BLM DNA unwinding, fluorescence dequenching;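 further: potency means the concentration at half of the fitted maximal effect; plate controls were vehicle for no effect and no enzyme for full effect; nearly all actives have a fitted effect of over 35% in size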
# Pol eta inh – blocks human DNA polymerase eta activity. recombinant Pol eta, fluorescent DNA replication assay. actives 1.2% (n = 390,000). AID 588591. Potency, µM (top dose mostly 114 µM), without a hit: top-dose activity change, negative = inhibition, usual class: inhibitors; further: potency means the concentration at half of the fitted maximal effect; on the % scale 0 is the no-effect control and ±100 the full control effect
#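 Fluorescent replication assay: 50 nM final substrate added after a 15 min room-temperature compound preincubation with 10 nM enzyme. Signal taken at 0 min and again at 10 min.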
# APE1 inh – inhibitors of human APE1 endonuclease; AID 2517; recombinant APE1, TAMRA/BHQ-2 abasic DNA cleavage fluorescence; actives 0.35% (n = 350,000); P27695; Potency, µM (titrated, usually from 65.8 µM), inactives show at the highest dose activity change, negative = inhibition, most hits filed as inhibitors;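 further: potency means the concentration at half of the fitted maximal effect; plate controls were vehicle for no effect and reference inhibitor for full effect; nearly all actives have a fitted effect of over 55% in size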
#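 APE1 at 0.75 nM final was preincubated with compound 15 min at room temperature, then 50 nM double-stranded THF abasic-site substrate (5'-TAMRA/3'-BHQ-2) was added. Fluorescence (ex 525/em 598 nm) was read kinetically; third-minus-first read gave activity.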
# POLK inh – DNA polymerase kappa (human) inhibition; Q9UBT6; purified Pol kappa, fluorescent DNA synthesis assay, 10 min; Potency, µM (titrated, usually from 107 µM), for inactives: at the highest dose activity, negative = inhibition, hits mostly inhibitors; actives 0.53% (n = 400,000); AID 588579; further: potency means the concentration at half of the fitted maximal effect; on the % scale 0 is the no-effect control and ±100 the full control effect
# Target sequence (Q9UBT6 whole entry, looked up): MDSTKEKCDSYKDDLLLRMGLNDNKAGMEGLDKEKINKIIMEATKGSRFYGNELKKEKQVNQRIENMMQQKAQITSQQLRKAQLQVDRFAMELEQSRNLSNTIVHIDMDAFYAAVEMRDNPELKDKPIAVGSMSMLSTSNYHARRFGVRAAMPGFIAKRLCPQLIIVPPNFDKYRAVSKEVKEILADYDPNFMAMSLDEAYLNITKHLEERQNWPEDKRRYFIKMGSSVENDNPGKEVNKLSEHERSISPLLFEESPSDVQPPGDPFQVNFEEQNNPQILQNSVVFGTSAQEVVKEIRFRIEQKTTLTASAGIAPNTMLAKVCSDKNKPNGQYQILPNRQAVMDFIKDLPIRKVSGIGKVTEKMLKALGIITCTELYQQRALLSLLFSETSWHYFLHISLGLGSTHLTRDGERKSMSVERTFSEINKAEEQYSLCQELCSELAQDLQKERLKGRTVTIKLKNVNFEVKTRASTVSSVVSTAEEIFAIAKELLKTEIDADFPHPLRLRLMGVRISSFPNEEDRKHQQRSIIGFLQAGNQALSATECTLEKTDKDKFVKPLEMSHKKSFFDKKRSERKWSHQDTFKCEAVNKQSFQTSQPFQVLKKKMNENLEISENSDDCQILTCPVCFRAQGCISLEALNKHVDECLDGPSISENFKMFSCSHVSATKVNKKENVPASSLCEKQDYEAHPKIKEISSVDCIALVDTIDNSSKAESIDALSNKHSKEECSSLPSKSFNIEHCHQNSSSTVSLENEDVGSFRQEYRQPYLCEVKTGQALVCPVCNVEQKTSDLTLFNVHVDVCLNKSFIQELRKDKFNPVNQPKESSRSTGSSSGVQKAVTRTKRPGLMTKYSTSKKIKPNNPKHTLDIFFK
#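 10 nM Pol kappa was preincubated with compounds for 15 min at room temperature. Reaction started with 50 nM (final) substrate. Fluorescence read kinetically at 0 and 10 min.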
# Apoferritin bind – candidate novel general anesthetic via apoferritin binding; actives 0.074% (n = 350,000); Potency, µM (top dose mostly 77.5 µM), for the others: top-dose activity change, negative = displacement, hits mostly inhibitors; apoferritin/1-aminoanthracene competitive binding, fluorescence; AID 485281; P02791; further: potency means the concentration at half of the fitted maximal effect; on the % scale 0 is the no-effect control and ±100 the full control effect; nearly all actives have a fitted effect of over 20% in size
# Target sequence (P02791 2-175 limits assumed): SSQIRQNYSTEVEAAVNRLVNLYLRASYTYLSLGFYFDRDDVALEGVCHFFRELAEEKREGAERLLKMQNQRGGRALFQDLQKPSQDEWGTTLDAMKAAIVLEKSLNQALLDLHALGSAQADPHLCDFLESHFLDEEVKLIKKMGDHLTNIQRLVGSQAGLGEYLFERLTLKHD
#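 Probe: 1-aminoanthracene (50% saturated, PBS). Protein: horse-spleen apoferritin, 10 uM. Incubation: 10 min, room temperature. Detection: 380 nm excitation, 535 nm emission. Analysis: normalized response, four-parameter Hill.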
# RXFP1 antagonist – RXFP1 (human) relaxin receptor antagonism. HEK293-RXFP1, relaxin-stimulated cAMP HTRF, 30 min; stronger effect = lower value. AID 1259400. actives 0.59% (n = 350,000). activity change, negative = inhibition, % at 57.5 µM;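 active means activity change of -60% or lower, but not beyond a set lower limit; inconclusive means change between -60% and -40%, or beyond the set limit; inactive means change above -40%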; further: on the % scale 0 is the no-effect control and ±100 the full control effect
# An asterisk follows results filed as active; i = inactive; ? = inconclusive; nt = not tested or not shown; [ ] = another dose, or the depositor's remark. Unless noted, the call rests on the fitted dose curve; in most records, active means well fitted curve in the direction sought with a large enough effect; inconclusive means small, poorly fitted or top-dose-only effect, or another doubt; inactive means no such curve, though single readings can be large; an effect the other way counts as inactive or inconclusive. An excerpt. The share of hits here may be higher or lower than overall.
SMILES	Tb PGK inh	Pol beta inh	POLI inh	BLM inh	Pol eta inh	APE1 inh	POLK inh	Apoferritin bind	RXFP1 antagonist
C=C1N(C)c2cc([N+](=O)[O-])c(N)cc2C1(C)C	-10%	-2%	35%[activator]	42%[activator]	?	0%	-4%	-6%	-71*
CC(C)CCn1c(N2CCOCC2)nc2c1c(=O)n(CC(N)=O)c(=O)n2C	-7%	?	21%	-1%	-2%	3%	-18%	-7%	1
CC(=O)NC(c1cccs1)c1cc([N+](=O)[O-])c2cccnc2c1O (stereo not given)	1%	42%	43%[activator]	-22%	?	-1%	-5%	3%	-34
O=NN(CCc1ccncc1)c1ccc(OCc2ccccc2)cc1	0%	-16%	112%[activator]	-14%	-24%	-1%	-9%	?	-13
Cc1c(C#N)c(NC(=O)c2cccc(Cl)c2)n(Cc2ccccc2)c1C	0%	-6%	-8%	-3%	-12%	1%	-4%	-7%	-2
O=C1c2ccccc2-c2c1nc1c([n+]2[O-])CCCC1	6%	0%	9%	-2%	6%	12%	-4%	-10%	0
CCOc1ccc(-c2cc3c(=O)n(Cc4nc(-c5ccc(OC)cc5OC)oc4C)ccn3n2)cc1Cl	-3%	-15%	-2%	-9%	-16%	nt	0%	-5%	nt
C=CCOC(=O)C1=C[C@@H](c2csc3ccccc23)[C@H](CCCO)[C@@H](OCC)O1	-4%	nt	10%	nt	?	nt	-14%	nt	nt
Cc1cc(C)nc(Sc2nc(Cl)nc(N(c3ccccc3)c3ccccc3)n2)n1	-8%	-1%	?	-10%	-2%	7%	-18%	-14%	-16
COc1ccc(CCN(C)C(=S)Nc2cccc(C)c2)cc1OC	-10%	?	49%[activator]	-1%	-16%	17%	-5%	-4%	1

# Quoted from the listing.
# Under POLK inh, CCOc1ccc(-c2cc3c(=O)n(Cc4nc(-c5ccc(OC)cc5OC)oc4C)ccn3n2)cc1Cl has 0%
# Under APE1 inh, Cc1cc(C)nc(Sc2nc(Cl)nc(N(c3ccccc3)c3ccccc3)n2)n1 has 7%

# Continued.
SMILES	Tb PGK inh	Pol beta inh	POLI inh	BLM inh	Pol eta inh	APE1 inh	POLK inh	Apoferritin bind	RXFP1 antagonist
O=C(Cn1nnc(-c2ccccc2)n1)N=Nc1c(O)[nH]c2ccccc12	-3%	70%	7%	-2%	-19%	1%	-17%	-8%	-4
O=C(Nc1sccc1C(=O)NCc1ccco1)c1cccnc1	9%	?	?	-4%	?	13%	-24%	-8%	-16
CCOC(=O)N1CCC(NC(=O)c2cccn3c(=O)c4cc(Br)ccc4nc23)CC1	-4%	2%	24%	3%	?	3%	-10%	-19%	2
O=C1OC(N2CCN(Cc3ccccc3)CC2)c2ccccc21 (stereo not given)	3%	nt	5%	nt	4%	nt	-7%	nt	12
N#Cc1c[nH]n2c(NC3CCCCC3)c(-c3ccccc3F)nc12	-3%	-9%	15%	-2%	-14%	nt	-14%	-11%	7
Cc1cc(C)nc(NC(N)=NC2CCCCC2)n1	6%	0%	12%	30%[activator]	-9%	1%	-7%	-15%	5
O=C1c2cnc3nc(SCc4ccccc4)nn3c2CC2c3ccccc3CCN12 (stereo not given)	-2%	9%	4%	-3%	-10%	15%	-26%	-16%	-7
Cn1c(Cn2cnc(Cl)c2Cl)nc2ccccc21	-1%	0%	-2%	0%	2%	-3%	-14%	-8%	-7
Cc1nn(C)c(C)c1S(=O)(=O)N1CCC(C(=O)NC2CCCCC2)CC1	-7%	6%	0%	-4%	7%	-1%	-3%	-4%	-7
Cc1cc(C)n(-c2ccc(C(=O)Nc3ccccn3)cc2)n1	-3%	22%	-4%	0%	-11%	-5%	0%	-7%	9
CCc1c(C)nc2c(Br)cccc2c1SCCC#N	-1%	1%	12%	-6%	-12%	-4%	2%	-11%	8
O=C(COC(=O)/C=C/c1ccc(F)cc1)NC1CCS(=O)(=O)C1 (stereo not given)	-10%	nt	55%[activator]	nt	-3%	-18%	1%	nt	7
CCOC(=O)C1CCCN(C(=O)CN2C(=O)c3ccccc3C2=O)C1 (stereo not given)	0%	15%	0%	-1%	-13%	12%	-16%	-4%	-5
Cn1c(-c2cnn(-c3ccccc3)c2N)n[nH]c1=S	0%	?	-7%	-9%	-12%	-1%	-3%	1%	-2
Cc1cccc(C(=O)NC2CC(C)(C)NC(C)(C)C2)c1	1%	-12%	6%	-2%	-5%	2%	-7%	-8%	-7
Cc1nn(-c2ccccc2)c(C)c1/C=N/NC(=O)c1cc(-c2cccs2)[nH]n1	-2%	?	?	-4%	-15%	-9%	-15%[60.1 µM]	-23%	-2
C/C(=N\NC(=S)Nc1cccc(C)c1)c1cc2ccccc2o1	-10%	26%	60%[activator]	-12%	-14%	2%	-10%	-1%	0
O=S(=O)(c1cccc(C(F)(F)F)c1)N1CCN(c2cnccn2)CC1	i	19%	22%	1%	-12%	0%	15%	-3%	0
CCn1nnnc1SCC(=O)NC1Cc2ccccc2C1	-7%	2%	37%	-1%	-13%	2%	-1%	-4%	-2
Cc1cc(NC(=O)c2ccc(S(=O)(=O)N3CCOCC3)cc2)nc2c1c(=O)oc1ccccc12	nt	7%	nt	-2%	nt	11%	nt	-13%	nt
COc1cc2c(cc1NC(=O)C(C)Sc1ccc(C)cc1)oc1ccccc12 (stereo not given)	-10%	19%	7%	-7%	-2%	-11%	-7%	44%[activator]	-4
O=C(Cn1ncc2ccccc21)N1CCc2ccccc21	-4%	?	?	-13%	-9%	-3%	?	-18%	nt
Cc1ccc(-n2ncc3c2CCCC3NC(=O)CCC2=NNC(=O)CC2)cc1C (stereo not given)	3%	9%	-2%	-1%	-18%	7%	-7%	-3%	-14
O=c1oc2ccccc2c(Nc2ccc3ccccc3c2)c1[N+](=O)[O-]	-6%	-5%	?	2%	?	-10%	-13%	?	-3
S=C(Nc1ccc(Cl)c(Cl)c1)N1CCN(c2ccccn2)CC1	?	-12%	115%[activator]	-4%	-19%	18%	-10%	-6%	-14
O=c1[nH]c(SCc2c(Cl)cccc2Cl)nc2ccccc12	i	1%	65%[activator]	-8%	-9%	1%	-2%	-7%	-7
CCOc1ccc(/C=N/NC(=O)C(O)c2ccccc2)c(O)c1 (stereo not given)	-3%	6%	6%	-3%	-18%	-7%	-2%	-1%	3
Cc1cc(C)n2c(SCC(=O)Nc3ccc(F)cc3F)nnc2n1	-7%	-16%	91%[activator]	0%	-1%	-2%	0%	3%	-8
Fc1ccc(CSc2nnc(-c3ccccn3)o2)cc1	3%	-2%	16%	2%	-15%	15%	-8%	-24%	5
Cc1cc(C)cc(NC(=O)CSc2oc(-c3cccs3)nc2S(=O)(=O)c2ccccc2)c1	-9%	-1%	-3%	0%	-16%	nt	-7%	?	-24

# An excerpt from above in order of molar mass, smallest number first.
SMILES	Tb PGK inh	Pol beta inh	POLI inh	BLM inh	Pol eta inh	APE1 inh	POLK inh	Apoferritin bind	RXFP1 antagonist
Fc1ccc(CSc2nnc(-c3ccccn3)o2)cc1	3%	-2%	16%	2%	-15%	15%	-8%	-24%	5
Cc1cc(C)n2c(SCC(=O)Nc3ccc(F)cc3F)nnc2n1	-7%	-16%	91%[activator]	0%	-1%	-2%	0%	3%	-8
COc1cc2c(cc1NC(=O)C(C)Sc1ccc(C)cc1)oc1ccccc12 (stereo not given)	-10%	19%	7%	-7%	-2%	-11%	-7%	44%[activator]	-4

# Returning to the listing, repeating the 6 entries before the break.
SMILES	Tb PGK inh	Pol beta inh	POLI inh	BLM inh	Pol eta inh	APE1 inh	POLK inh	Apoferritin bind	RXFP1 antagonist
S=C(Nc1ccc(Cl)c(Cl)c1)N1CCN(c2ccccn2)CC1	?	-12%	115%[activator]	-4%	-19%	18%	-10%	-6%	-14
O=c1[nH]c(SCc2c(Cl)cccc2Cl)nc2ccccc12	i	1%	65%[activator]	-8%	-9%	1%	-2%	-7%	-7
CCOc1ccc(/C=N/NC(=O)C(O)c2ccccc2)c(O)c1 (stereo not given)	-3%	6%	6%	-3%	-18%	-7%	-2%	-1%	3
Cc1cc(C)n2c(SCC(=O)Nc3ccc(F)cc3F)nnc2n1	-7%	-16%	91%[activator]	0%	-1%	-2%	0%	3%	-8
Fc1ccc(CSc2nnc(-c3ccccn3)o2)cc1	3%	-2%	16%	2%	-15%	15%	-8%	-24%	5
Cc1cc(C)cc(NC(=O)CSc2oc(-c3cccs3)nc2S(=O)(=O)c2ccccc2)c1	-9%	-1%	-3%	0%	-16%	nt	-7%	?	-24
CCn1c(SCc2nc3ccccc3c(=O)[nH]2)nnc1C(C)NC(=O)c1ccccc1 (stereo not given)	-5%	0%	42%[activator]	5%	-15%	-1%	-4%	-4%	6
Cn1c(N)c(C(=O)COC(=O)/C=C/c2ccc(Cl)cc2)c(=O)n(C)c1=O	2%	nt	66%[activator]	nt	?	-5%	-23%	nt	-9
CC(CSc1nnnn1-c1ccccc1)Cn1c(N2CCN(C)CC2)nc2c1c(=O)[nH]c(=O)n2C (stereo not given)	i	9%	118%[activator]	-1%	-18%	0%	5%	-8%	-3
Cc1nn(Cc2ccc(C(=O)Nc3ccccc3C(F)(F)F)o2)c(C)c1Br	-7%	-1%	13%	-14%	-5%	-9%	-10%	?	7
COc1ccc(NC(=O)CCCN2C(=O)CN(C)C2=O)c(OC)c1	-2%	nt	2%	nt	-10%	41%	-2%	nt	-1
O=C(c1ccc(Cn2c(=O)[nH]c3ccccc3c2=O)cc1)N1CCN(c2ccc(Cl)cc2)CC1	-4%	0%	2%	-6%	-6%	-9%	0%	-17%	7
CC(=O)Nc1ccc(OC(=O)c2cccnc2)cc1	i	7%	17%	-3%	-5%	0%	-1%	-4%	-2
